KCNQ2 inh: KCNQ2 channel blockers in CHO-K1 cells – cell-based, FluxOR thallium flux, B-score, primary screen (AID 2156); hit rate 1.1% among 310,000; B-score at 10 µM; 20 min; stronger effect = lower value; O88943;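 active = fluorescence ratio B-score at most minus 3 library SDs, with starting brightness B-score within 2 library SDs, cut at about -5.5 in these data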
Target sequence (O88943 whole entry, looked up): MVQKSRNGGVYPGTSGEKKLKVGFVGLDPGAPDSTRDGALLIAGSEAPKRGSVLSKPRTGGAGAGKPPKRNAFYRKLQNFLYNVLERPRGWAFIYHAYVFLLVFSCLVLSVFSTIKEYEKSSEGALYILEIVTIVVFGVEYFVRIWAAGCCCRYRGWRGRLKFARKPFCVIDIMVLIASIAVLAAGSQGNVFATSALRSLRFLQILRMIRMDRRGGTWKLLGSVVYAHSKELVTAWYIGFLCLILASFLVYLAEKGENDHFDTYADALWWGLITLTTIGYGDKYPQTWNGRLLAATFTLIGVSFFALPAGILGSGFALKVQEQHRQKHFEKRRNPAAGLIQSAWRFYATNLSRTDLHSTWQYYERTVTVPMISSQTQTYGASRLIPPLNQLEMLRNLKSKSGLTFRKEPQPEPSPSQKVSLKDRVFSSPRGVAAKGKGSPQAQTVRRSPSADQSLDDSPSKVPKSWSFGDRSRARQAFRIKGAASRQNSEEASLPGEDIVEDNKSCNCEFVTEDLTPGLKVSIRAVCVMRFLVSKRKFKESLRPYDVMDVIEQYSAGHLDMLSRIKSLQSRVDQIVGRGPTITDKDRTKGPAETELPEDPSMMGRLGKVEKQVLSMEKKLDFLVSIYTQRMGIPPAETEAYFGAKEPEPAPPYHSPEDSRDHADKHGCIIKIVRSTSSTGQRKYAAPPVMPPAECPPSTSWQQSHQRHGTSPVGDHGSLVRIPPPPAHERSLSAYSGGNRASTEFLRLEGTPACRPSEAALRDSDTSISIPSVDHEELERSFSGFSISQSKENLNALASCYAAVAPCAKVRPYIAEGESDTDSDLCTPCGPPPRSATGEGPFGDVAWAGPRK
STK33 inh: inhibitors of human STK33 kinase; Q9BYT3; purified STK33, MBP phosphorylation, ADP-Glo luminescence; inhibition, % at 10 µM; hit rate 0.073% among 320,000; AID 2661;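 active = inhibition at or above 25%, using the most active replicate where run in duplicate; inactive = inhibition below 25%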
OX1R antag: blocks the human orexin 1 receptor. inhibition, % at 6.6 µM. AID 485270. OX1R-expressing cells, FRET antagonist read-out. hit rate 1.8% among 330,000. O43613; in the data active = inhibition mostly above about 38%, no sharp cut-off; inactive = mostly below about 40%;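 also: 0% = agonist challenge alone and 100% = reference antagonist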
The depositor's hits bear a star; i = inactive; . = not tested or not shown.

KCNQ2 inh,STK33 inh,OX1R antag,SMILES
i,-1.3,8.3,COc1ccc(NC(=O)c2ccc(S(=O)(=O)C(F)F)cc2)c(OC)c1
i,-0.7,.,Cc1ccc(NC(=O)Nc2cccnc2)cc1Cl
i,-1.0,17.6,CCN(c1ccccc1)S(=O)(=O)c1ccc(NC(=S)NC(=O)c2cccs2)cc1
i,-1.1,18.6,CCOc1ccc(C(=O)NCc2ccco2)cc1Cl
i,-0.5,4.9,CCCc1nc2c(s1)CCc1onc(-c3cccc([N+](=O)[O-])c3)c1-2
i,0.0,1.8,Cc1ccnc(SCCn2c(N3CCN(Cc4ccccc4)CC3)nc3c2c(=O)[nH]c(=O)n3C)n1
i,-0.3,9.9,Cc1ccc(N(CC(=O)NCc2ccco2)C(=O)CNS(=O)(=O)c2ccccc2)c(C)c1
.,0.3,10.2,CCC(=O)C(C#N)(c1ccc(OC)c(OC)c1)C(C)C (stereo not drawn)
i,-1.3,17.5,COc1ccc(-c2cc(=O)oc3cc(OC(C)C(=O)O)ccc23)cc1 (stereo not drawn)
i,-1.2,20.5,O=C(c1ccco1)N1CCN(c2cc(C(F)(F)F)nc3ncnn23)CC1
i,-1.1,13.3,CCCc1nnc(NC(=O)CCCC(=O)O)s1
.,8.1,23.1,O=C(O)C(O)Cc1c[nH]c2ccccc12 (stereo not drawn)
i,0.0,16.2,CCN(CC)c1ccc(C(=O)OCC(=O)NCC2CCCO2)cc1 (stereo not drawn)
i,1.6,16.6,COC(=O)/C=C1\N/C(=N\c2nc(C)cc(C)n2)N(c2ccc(C)cc2)C1=O
i,-0.3,0.2,CC1(C)Cc2[nH]c3ccccc3c2C(C)(C)N1
i,-2.4,12.7,COc1ccccc1CNC(=O)CCNC(=O)C1CCN(S(=O)(=O)c2ccccc2)CC1
i,-1.4,15.2,O=C(NC1C(=O)NNC1c1ccccc1)c1ccc(F)cc1 (stereo not drawn)
i,-0.2,6.1,CCOC(=O)c1c(C)[nH]c(C(=O)COC(=O)C2=NNC(=O)CC2)c1C
i,-1.0,19.0,CCOc1ccc(C(Nc2ccc(C)cc2)P2(=O)OCCCO2)cc1 (stereo not drawn)
i,-0.2,14.9,O=C(N1CCCC1)C(F)(F)Oc1ccc(F)cc1
i,-1.6,-3.7,O=C(Nc1cccc(S(=O)(=O)c2cccc(NC(=O)C3CC3)c2)c1)C1CC1
i,.,10.6,Cc1ccc(-n2c(=O)cc(N3CCN(Cc4ccccc4)CC3)[nH]c2=O)cc1
i,0.1,34.4,COc1ccc2c(c1OC)c(=O)n1c3ccc(OC(C)C(=O)NCCCN4CCOCC4)cc3c3ccnc2c31 (stereo not drawn)
i,-0.5,27.8,Cc1cc(C)nc(NC(=O)c2ccc(Cl)c([N+](=O)[O-])c2)n1
i,2.8,11.8,Cc1oc2c(O)c(O)ccc2c(=O)c1-c1ccccc1
i,-0.6,26.4,COc1nc(OCC#N)nc(N2CCCCC2)n1
i,1.3,.,Cc1ccc(OCC(=O)NNC(=S)NC(=O)c2ccc(Br)o2)c(C)c1
i,-3.3,26.3,O=C(Oc1ccc(C(=S)N2CCOCC2)cc1)c1ccccc1F
.,-1.2,8.4,O=C(Nc1ccc(Cl)cc1F)c1ccc(-n2cncn2)cc1
i,-1.4,11.4,O=C(CSc1ncccn1)NNC(=O)c1ccccc1

Record cards (already shown). Values in the order: KCNQ2 inh, STK33 inh, OX1R antag
Cc1ccc(OCC(=O)NNC(=S)NC(=O)c2ccc(Br)o2)c(C)c1 across the screens: i, 1.3, .
COc1ccccc1CNC(=O)CCNC(=O)C1CCN(S(=O)(=O)c2ccccc2)CC1 across the screens: i, -2.4, 12.7
O=C(NC1C(=O)NNC1c1ccccc1)c1ccc(F)cc1 (stereo not drawn) across the screens: i, -1.4, 15.2
O=C(CSc1ncccn1)NNC(=O)c1ccccc1 across the screens: i, -1.4, 11.4
Cc1oc2c(O)c(O)ccc2c(=O)c1-c1ccccc1 across the screens: i, 2.8, 11.8

(list continues)
KCNQ2 inh,STK33 inh,OX1R antag,SMILES
i,-0.3,1.4,CCOC(=O)c1ccc(Nc2c(OCC)c(=O)c2=O)cc1
.,-0.1,10.9,Cc1ccc(S(=O)(=O)NC2CCCCCC2)cc1
i,1.3,19.8,Cc1ccc(C2OC(=O)C=C2c2ccccc2)cc1 (stereo not drawn)
i,-0.2,7.0,Cc1ccc(-n2c(Cc3ccccc3)n[nH]c2=S)cc1
i,0.9,21.0,CCOc1ccc(CCNC(=O)c2cccc(S(=O)(=O)N3CC(C)OC(C)C3)c2)cc1OCC (stereo not drawn)
i,0.3,2.8,Cc1cc(C)c(NC(=O)c2c[nH]c(=S)n2-c2ccc(F)cc2)c(C)c1
i,0.0,9.2,CCn1cc(C(=O)N2CCN(c3ccccc3F)CC2)c(=O)c2ccc(C)nc21
i,-0.4,20.2,CCc1n[nH]c(=O)n1Cn1c(CC)n[nH]c1=O
i,-2.9,24.4,Nc1cccc2c1C(=O)N(C(=O)c1ccc(S(=O)(=O)N3CCCCCC3)cc1)C2=O
i,-0.4,15.8,Cc1ccc(NC(=S)NC(=O)C2CCCC2)cc1C
i,-1.2,11.5,CC(C)(C)N=C1NN=C(c2cc3ccccc3o2)CS1
.,-0.1,8.5,CSc1ccc(/C=C/C(=O)OCC(=O)N2CCCCCC2)cc1
i,-1.1,122.4*,C=CCOn1c(=O)c(-c2ccccc2)[n+]([O-])c2ccccc21
i,-0.6,18.7,Cc1ccc(NC(=O)C2CCN(C(=O)c3ccccc3C)CC2)cc1
i,0.0,8.5,Cc1nnc(SCC(=O)Nc2ccccc2N2CCOCC2)s1
i,0.6,12.6,Cc1[nH]c2ccccc2c1/C=N/NC(=S)NCc1ccccc1
i,-1.4,-1.6,Cc1ccc(/C=C/C(=O)N2CCN(S(=O)(=O)c3cccs3)CC2)o1
i,-1.4,35.7,Cc1nn(-c2ccccc2)c(Cl)c1/C=N/NC(=O)c1ccc(CNc2ccccc2)o1
i,-0.6,29.6,CC(=O)Nc1ccc(S(=O)(=O)NC2(C(F)(F)F)N=C(c3ccccc3)NC2=O)cc1 (stereo not drawn)
.,1.2,15.9,O=C(NCCOc1ccccc1)c1cccc2c1C(=O)c1ccc(Cl)cc1S2(=O)=O
.,-0.4,-2.1,CN(CC(=O)Nc1ccc(F)c(F)c1F)C(=O)c1ccc2c(c1)NC(=O)CS2
i,-1.8,17.3,CCCCOc1ccc(-c2nc(SCC(N)=O)n[nH]2)cc1
.,-0.9,2.6,CCN(C(=O)COc1ccc(C(C)=O)cc1)c1cccc2ccccc12
i,3.2,8.1,COC(=O)[C@H](Cc1ccccc1)NC(=O)Nc1ccc(S(N)(=O)=O)cc1
i,-0.4,0.1,CCC(=O)N1CCc2cc(S(=O)(=O)N3CCN(c4cc(Cl)ccc4C)CC3)ccc21
.,-1.3,12.6,O=C(CCl)N1CCN(S(=O)(=O)c2ccc3c(c2)OCCCO3)CC1
i,0.2,18.6,COC(=O)c1ccsc1NC(=O)C1=COCCO1
i,0.5,7.9,O=C(NC1CCCCCC1)C1CCC(=O)N(Cc2ccccc2F)C1 (stereo not drawn)
i,0.8,-4.8,Cc1ccc(CCN2CC(C(=O)NCCN(C)C)CC2=O)cc1 (stereo not drawn)
i,-0.9,19.4,CCOC(=O)c1csc(-n2nc(C)cc2C(F)(F)F)n1

Given with two lines to a compound: part of the list above
Values in the order: KCNQ2 inh	STK33 inh	OX1R antag
- Cc1[nH]c2ccccc2c1/C=N/NC(=S)NCc1ccccc1
→ i	0.6	12.6
- COC(=O)[C@H](Cc1ccccc1)NC(=O)Nc1ccc(S(N)(=O)=O)cc1
→ i	3.2	8.1
- Cc1nn(-c2ccccc2)c(Cl)c1/C=N/NC(=O)c1ccc(CNc2ccccc2)o1
→ i	-1.4	35.7

Continuation:
KCNQ2 inh,STK33 inh,OX1R antag,SMILES
i,0.0,1.2,CC(C)NC(=O)c1cnc(N2CCN(c3ccccn3)CC2)c2ccccc12
i,3.0,4.3,C=C1C(=O)O[C@@H]2[C@H]1[C@@H](OC(=O)/C(C)=C/C)C/C(C)=C\C(=O)/C=C(\C)[C@@H]2O
i,-0.7,10.8,Cc1ccc(S(=O)(=O)N(CC(=O)NCC2CCCO2)Cc2ccc(F)cc2)cc1 (stereo not drawn)
i,0.0,32.1,CCOc1ccc(S(=O)(=O)N2CCCC(C(=O)Nc3ccccc3)C2)cc1 (stereo not drawn)
i,-1.5,4.8,CC1(C)CC(CCNS(=O)(=O)c2ccccc2)(c2ccccc2)CCO1 (stereo not drawn)
i,-0.4,32.9,COc1cc(OC)cc(N(C(=O)c2ccco2)C(C(=O)NC2CCCC2)c2ccc(N(C)C)cc2)c1 (stereo not drawn)
i,-0.1,2.5,O=C(C[n+]1ccccc1)N1CCCc2ccccc21
i,11.9,0.5,S=C(Nc1ccc(Cl)c(Cl)c1)NC1CCN(Cc2ccccc2)CC1
.,-1.8,14.7,Cc1ccc(C)c(NC(=O)COC(=O)c2cc3ccccc3oc2=O)c1
i,-1.2,1.8,COc1ccccc1NC(NC(=O)c1ccccn1)C(Cl)(Cl)Cl (stereo not drawn)
i,-0.5,11.7,COc1ccc(C2=NS(=O)(=O)N(C)C(C(=O)NCc3cccs3)=C2)cc1OC
i,-0.5,27.6,CCC(=O)N(Cc1cc2ccccc2[nH]c1=O)C(C)C
i,0.2,4.3,O=C1C2C3C=CC(C3)C2C(=O)N1c1ccc2ccccc2n1 (stereo not drawn)
i,0.7,21.3,CSc1nsc2nc(=O)c(/C=C3\C(C)=Nc4ccc(C)cc43)c(N)n12
.,-2.2,1.2,O=C(CN1C(=O)NC(c2ccccc2)(c2ccccc2)C1=O)N1CCN(c2ccccc2F)CC1
.,0.9,-2.0,COc1ccc(C(=O)OC(C)C(=O)NC2CCCC2)cc1S(=O)(=O)N1CCOCC1 (stereo not drawn)
i,-0.5,7.1,CCc1c(C)nc2c(-c3ccccc3)c(C)nn2c1Nc1ccc(NC(C)=O)cc1
i,-1.3,5.6,CC1CC(C)(C)OC(C[N+]2(C)CCCCC2)O1 (stereo not drawn)
i,-0.1,16.5,CC(=O)OC(COc1ccccc1)Cn1cnc2cc(C)c(C)cc21 (stereo not drawn)
i,-0.4,7.6,CC(=O)Nc1ccc(C(=O)COC(=O)CCS(=O)(=O)c2ccccc2)cc1
i,-3.5,24.4,CCOc1ccc(OCC)c(NC(=O)CN2CCN(c3cccc(C)c3)C(C)C2)c1 (stereo not drawn)
i,-0.4,10.2,CCC(C(=O)O/N=C(\N)c1ccc(C)cc1)c1ccccc1 (stereo not drawn)
-5.83*,-0.2,-9.1,COC(=O)c1ccc(CC(=O)c2ccc(O)cc2O)o1
i,-1.1,5.2,COC(=O)[C@H](Cc1ccccc1)[C@@H](C)OS(N)(=O)=O
i,-3.8,19.9,COc1ccc2[nH]c(=O)c(-c3nnn(-c4ccc(Cl)nc4)n3)cc2c1
i,-0.8,27.9,COc1ccc(C2CC(=O)Oc3c2c(=O)n(C)c2ccccc32)c(OC)c1OC (stereo not drawn)
i,-0.6,12.8,CCOC(=O)CNC(=O)c1ccc(OCC(F)(F)F)cc1
.,1.4,9.3,Cc1nc2ccc(NC(=O)C3=NN(C)C(=O)CC3)cc2s1
i,1.3,-0.7,CC(=O)Nc1ccc(S(=O)(=O)NCc2nc(-c3ccccc3)no2)cc1
i,-1.4,-10.6,CCc1cccc(NS(=O)(=O)c2cccc3cccnc23)c1

Overlap with the part before: two compounds, then new ones.
KCNQ2 inh,STK33 inh,OX1R antag,SMILES
i,1.3,-0.7,CC(=O)Nc1ccc(S(=O)(=O)NCc2nc(-c3ccccc3)no2)cc1
i,-1.4,-10.6,CCc1cccc(NS(=O)(=O)c2cccc3cccnc23)c1
i,9.1,14.9,CC(=O)c1ccc(OC(C)C)c(CSC(=N)N)c1
i,-0.4,10.4,Cc1cccc(C(C)(C)C)c1OCCN1CCCC1
i,0.5,27.6,C=CCn1c(NC(=O)c2ccc(Br)o2)c(S(=O)(=O)c2ccccc2)c2nc3ccccc3nc21
i,2.0,4.2,O=C(Nc1ccc2c(c1)OCO2)Oc1ccccc1
i,-0.9,19.5,O=C(C(Cc1ccccc1)NS(=O)(=O)c1cccc2cccnc12)N1CCc2ccccc21 (stereo not drawn)
i,-2.2,8.8,COc1cc(C(=O)NCCc2cc3c(OC)ccc(OC)c3[nH]c2=O)cc(OC)c1OC
i,-1.8,21.9,CCOc1ccc(Nc2oc(-c3ccco3)nc2C#N)cc1
i,-0.3,5.9,CCOC(=O)c1c(C)n(C)c2c1cc(OC(C)=O)c1ccccc12
i,-0.1,5.9,COc1ccc(NC(=O)c2ccc(NS(=O)(=O)c3c(C)noc3C)cc2)cc1OC
i,0.4,27.2,COc1cccc(NC(=O)CCSc2nnc3scc(-c4ccccc4)n23)c1
i,-0.2,20.3,CCn1c(SCC(=O)N2CCN(c3ccccc3)CC2)nc2c([nH]c3ccccc32)c1=O
i,-1.5,24.9,O=C(CC(C(=O)N1CCc2ccccc21)n1ccnc1)NCC1CCCO1 (stereo not drawn)
i,-0.6,15.2,C/C(=N\Nc1ccccc1)c1cc2ccccc2oc1=O
i,-1.4,5.8,COc1ccc(CC(=O)NCCc2ccc(S(N)(=O)=O)cc2)cc1
i,-1.3,31.5,NC(=S)N/N=C/c1ccc(-c2ccc(Cl)c(Cl)c2)o1
i,-1.2,9.2,CC1CCc2onc(C(=O)O)c2C1 (stereo not drawn)
i,0.3,13.1,CC(C)CCN1C(=O)c2ccc(C(=O)Nc3cccc(S(N)(=O)=O)c3)cc2C1=O
i,-0.7,24.7,CCC1Sc2ccccc2N(CC(=O)NCCC2=CCCCC2)C1=O (stereo not drawn)
i,-1.3,20.1,Cc1n[nH]c(=O)n1-c1ccc(C(C)C)cc1

Bioassay records deposited in PubChem BioAssay by several laboratories.
